# Screening results from PubChem BioAssay.
# PfHsp40 rescue: compounds rescuing yeast from Plasmodium falciparum HSP40 toxicity. S. cerevisiae expressing PfHsp40, growth rescue, ATP luminescence. growth rescue, % at 12.5 µM. actives 0.68% (n = 340,000); in the data active = growth rescue above about 28%, passing the limit was not always enough; inconclusive = no clear call, values can overlap the other calls;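 note: yeast W303a lacking pdr1 and pdr3 grown in galactose medium; growth measured after three days at 30 °C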
# FadD28 FP inh: blocks FadD28 binding to the bisubstrate probe | fluorescence polarization | inhibition, % at 12.5 µM | actives 0.22% (n = 360,000) | AID 588549; in the data active = inhibition above about 8.5%, passing the limit was not always enough; inconclusive = no clear call, values can overlap the other calls
# CCHFV vOTU inh: blocks the CCHF virus ovarian tumor domain protease. actives 0.55% (n = 370,000). CCHFV vOTU protease, Pep-AMC fluorescence. inhibition, % at 11.5 µM; in the data active = inhibition above about 30%; note: 0% = vehicle wells with enzyme and 100% = no enzyme wells
# Y pestis TopoI: Y. pestis Topo-I inhibition via cleavage products | Y. pestis Topo-I cleavage product accumulation, plate reader | activity, % at 10 µM | actives 0.064% (n = 360,000); in the data active = activity above about 50%, passing the limit was not always enough; inconclusive = no clear call, values can overlap the other calls; note: inactives centre near 2
# Anthrax LF prot: anthrax lethal factor protease inhibition; P15917; multiplex microsphere protease cleavage assay, LF; inhibition, % at 10 µM; actives 0.12% (n = 360,000); note: plate controls were buffer without enzyme for full effect and enzyme alone for no effect
# TcdB GH inh: blocks C. difficile toxin B glycohydrolase activity; P18177; TcdB glycohydrolase enzymatic assay, plate reader; inhibition, % at 9.99 µM; actives 0.24% (n = 350,000); in the data active = inhibition above about 10%
# Target sequence (P18177 whole entry, looked up): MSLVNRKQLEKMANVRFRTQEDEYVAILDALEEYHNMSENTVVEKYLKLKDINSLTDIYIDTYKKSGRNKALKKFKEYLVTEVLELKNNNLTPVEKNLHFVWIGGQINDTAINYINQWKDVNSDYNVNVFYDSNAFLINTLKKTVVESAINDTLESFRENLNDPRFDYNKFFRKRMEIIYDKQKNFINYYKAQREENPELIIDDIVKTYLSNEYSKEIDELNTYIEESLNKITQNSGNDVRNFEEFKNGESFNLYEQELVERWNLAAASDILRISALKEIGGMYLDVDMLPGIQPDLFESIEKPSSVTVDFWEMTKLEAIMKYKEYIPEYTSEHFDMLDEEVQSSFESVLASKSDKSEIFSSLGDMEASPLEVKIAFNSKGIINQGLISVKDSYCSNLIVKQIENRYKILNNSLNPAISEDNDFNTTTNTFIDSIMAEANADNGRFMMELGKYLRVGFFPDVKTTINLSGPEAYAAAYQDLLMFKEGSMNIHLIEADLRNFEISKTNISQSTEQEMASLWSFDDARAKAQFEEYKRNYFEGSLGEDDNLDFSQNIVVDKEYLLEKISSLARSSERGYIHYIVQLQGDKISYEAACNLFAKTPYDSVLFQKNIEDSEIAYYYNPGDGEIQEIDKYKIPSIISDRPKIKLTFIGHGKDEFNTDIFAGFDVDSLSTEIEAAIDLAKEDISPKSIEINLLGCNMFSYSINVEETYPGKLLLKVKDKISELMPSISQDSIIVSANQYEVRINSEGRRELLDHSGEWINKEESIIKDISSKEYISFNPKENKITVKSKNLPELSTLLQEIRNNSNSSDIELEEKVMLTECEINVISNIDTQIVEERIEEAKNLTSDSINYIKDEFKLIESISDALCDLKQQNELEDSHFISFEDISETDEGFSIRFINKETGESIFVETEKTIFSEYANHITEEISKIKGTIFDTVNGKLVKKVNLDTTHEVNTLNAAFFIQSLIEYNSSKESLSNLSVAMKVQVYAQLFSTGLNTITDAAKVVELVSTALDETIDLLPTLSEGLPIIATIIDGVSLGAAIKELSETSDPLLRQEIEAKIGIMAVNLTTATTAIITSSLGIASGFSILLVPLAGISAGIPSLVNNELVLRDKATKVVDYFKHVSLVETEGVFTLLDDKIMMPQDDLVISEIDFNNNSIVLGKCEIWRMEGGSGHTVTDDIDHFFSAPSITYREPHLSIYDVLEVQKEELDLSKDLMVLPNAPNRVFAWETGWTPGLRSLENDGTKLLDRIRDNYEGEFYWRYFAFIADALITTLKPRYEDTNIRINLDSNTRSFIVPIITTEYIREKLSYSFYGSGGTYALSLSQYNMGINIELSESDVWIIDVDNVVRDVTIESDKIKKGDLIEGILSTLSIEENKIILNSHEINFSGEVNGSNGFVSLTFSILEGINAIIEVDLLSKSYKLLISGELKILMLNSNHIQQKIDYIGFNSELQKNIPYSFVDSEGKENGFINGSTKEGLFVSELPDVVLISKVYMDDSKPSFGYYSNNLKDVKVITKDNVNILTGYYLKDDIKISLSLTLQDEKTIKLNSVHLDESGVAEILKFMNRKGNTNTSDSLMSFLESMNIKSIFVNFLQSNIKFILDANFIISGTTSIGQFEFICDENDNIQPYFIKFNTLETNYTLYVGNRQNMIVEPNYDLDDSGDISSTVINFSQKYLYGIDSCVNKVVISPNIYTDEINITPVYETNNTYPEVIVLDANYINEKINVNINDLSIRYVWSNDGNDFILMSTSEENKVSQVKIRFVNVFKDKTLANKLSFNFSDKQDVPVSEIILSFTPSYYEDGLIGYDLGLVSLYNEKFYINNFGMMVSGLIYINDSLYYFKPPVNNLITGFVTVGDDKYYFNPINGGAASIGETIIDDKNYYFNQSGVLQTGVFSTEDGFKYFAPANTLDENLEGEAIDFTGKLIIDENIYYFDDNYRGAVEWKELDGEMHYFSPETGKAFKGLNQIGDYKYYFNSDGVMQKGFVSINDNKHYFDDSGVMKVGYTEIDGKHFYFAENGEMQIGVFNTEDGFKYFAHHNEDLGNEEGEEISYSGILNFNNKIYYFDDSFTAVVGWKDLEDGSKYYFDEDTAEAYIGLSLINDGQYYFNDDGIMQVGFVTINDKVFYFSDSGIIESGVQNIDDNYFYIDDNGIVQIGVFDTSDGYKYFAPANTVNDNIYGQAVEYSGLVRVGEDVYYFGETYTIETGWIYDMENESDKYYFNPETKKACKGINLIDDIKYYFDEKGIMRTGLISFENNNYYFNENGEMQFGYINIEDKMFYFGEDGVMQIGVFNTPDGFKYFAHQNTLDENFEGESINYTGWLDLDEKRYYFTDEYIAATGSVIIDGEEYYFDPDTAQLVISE
# BoNT-F LC inh: BoNT F light chain protease inhibition; Multiplex microsphere protease cleavage assay, flow cytometry; inhibition, % at 10 µM; actives 0.22% (n = 360,000); in the data active = inhibition above about 35%, passing the limit was not always enough; inconclusive = no clear call, values can overlap the other calls; note: plate controls were buffer without enzyme for full effect and enzyme alone for no effect
# BoNT-A LC inh2: inhibitors of Botulinum neurotoxin A light chain protease. multiplex microsphere protease substrate cleavage, flow cytometry. inhibition, % at 10 µM. actives 0.17% (n = 360,000); note: plate controls were buffer without enzyme for full effect and enzyme alone for no effect
# PrPC TRFRET: cell surface PrPC inhibition, primary TR-FRET screen | TR-FRET read-out | AID 720596 | actives 0.43% (n = 370,000) | inhibition, % at 13.8 µM | P04156; in the data active = inhibition above about 24%; note: 0% = median of the test wells and 100% = reference compound wells
# Active calls of the source: *; ? = inconclusive; . = no result given; & = joins results of further samples. Cut-off read from the data, not from the text of the source, unless noted: active = inhibition above about 30%; inconclusive = no clear call, values can overlap the other calls; inactive = below that.
SMILES,PfHsp40 rescue,FadD28 FP inh,CCHFV vOTU inh,Y pestis TopoI,Anthrax LF prot,TcdB GH inh,BoNT-F LC inh,BoNT-A LC inh2,PrPC TRFRET
CCC1(c2ccc(F)cc2)NC(=O)N(CC(=O)N2CCOCC2)C1=O (stereo not given),-1.1,-3.2,2,1,-9,.,-77,-3.8,5
COC(=O)CN1C(c2ccccc2)=Nc2ccc(Cl)cc2C1c1ccccc1 (stereo not given),-2.2,-22,5,13,-9,.,-9,?,-5
CC1(C)Cc2c(oc3ncn4ncnc4c23)CO1,-0.5,-0.2,11,0,-1,.,2,-0.6,-5
CCN(CC)S(=O)(=O)c1ccc2c(c1)c(=O)c(C(=O)NCCc1ccccc1)cn2C,4.5,0.4,-4,-2,-1,0.3,18,-0.5,7
Cc1nn(-c2ccccc2)c(C)c1NC(=O)COc1cc(F)ccc1[N+](=O)[O-],-0.9,-1.7,-1,8,.,0.3,.,.,-5
CCOC(=O)C(C(=O)OCC)C(C(=O)OCC)N1CCOCC1 (stereo not given),-0.8,-0.9,10,5,2,.,-1,-0.4,0
Cc1ccc(S(=O)(=O)N(CC(=O)O)c2ccc(Cl)c(C(F)(F)F)c2)cc1,0.8,-2.8,14,-6,-2,0.4,-6,-0.8,6
COc1cc(Nc2cc(C)nc3nc(C)nn23)cc(OC)c1OC,-2.0,-4.5,-7,10,-7,1.7,-4,-0.7,5
Cc1ccc(S(=O)(=O)N2CCCCC2)cc1C(=O)N1CCCC1,-1.9,0.1,3,5,2,-2.0,3,0.4,11
COc1cccc(C(N)=O)c1,0.4,-0.7,-5,4,-5,.,2,0.6,3
COc1ccc(-c2[nH]ncc2/C=N\NS(=O)(=O)c2ccccc2)cc1OC,-0.1,-0.4,10,-1,4,.,20,-0.5,2
CC(C)Oc1ccc(C(CC(=O)NCc2ccco2)c2ccccc2)cc1 (stereo not given),-1.2,-0.9,-1,6,-1,0.3,-3,-1.4,-3
CCNc1nc(SCCOc2ccccc2)nc(N(C)C)n1,0.5,0.4,-1,8,-2,2.5,-7,-0.9,0
Cc1ccc2nc3c(cc2c1)CN(Cc1ccco1)C(=NCC1CCCO1)S3 (stereo not given),20,-2.6,0,21,-6,.,-5,-0.3,-1
Cc1ccc(-c2cc(=O)c3ccc(F)cc3[nH]2)cc1,-1.2,-0.2,-5,10,-8,-0.8,5,-0.2,-1

# A few values from above:
# Anthrax LF prot, `COc1cccc(C(N)=O)c1` → -5
# BoNT-F LC inh, `CC(C)Oc1ccc(C(CC(=O)NCc2ccco2)c2ccccc2)cc1` (stereo not given) → -3
# CCHFV vOTU inh, `Cc1ccc2nc3c(cc2c1)CN(Cc1ccco1)C(=NCC1CCCO1)S3` (stereo not given) → 0

# Only PfHsp40 rescue (2 entries from above):
Molecule | PfHsp40 rescue
Cc1nn(-c2ccccc2)c(C)c1NC(=O)COc1cc(F)ccc1[N+](=O)[O-] | -0.9
CCOC(=O)C(C(=O)OCC)C(C(=O)OCC)N1CCOCC1 (stereo not given) | -0.8

# Entries above that contain an aryl methoxy group:
SMILES,PfHsp40 rescue,FadD28 FP inh,CCHFV vOTU inh,Y pestis TopoI,Anthrax LF prot,TcdB GH inh,BoNT-F LC inh,BoNT-A LC inh2,PrPC TRFRET
COc1cc(Nc2cc(C)nc3nc(C)nn23)cc(OC)c1OC,-2.0,-4.5,-7,10,-7,1.7,-4,-0.7,5
COc1cccc(C(N)=O)c1,0.4,-0.7,-5,4,-5,.,2,0.6,3
COc1ccc(-c2[nH]ncc2/C=N\NS(=O)(=O)c2ccccc2)cc1OC,-0.1,-0.4,10,-1,4,.,20,-0.5,2

# Further results
SMILES,PfHsp40 rescue,FadD28 FP inh,CCHFV vOTU inh,Y pestis TopoI,Anthrax LF prot,TcdB GH inh,BoNT-F LC inh,BoNT-A LC inh2,PrPC TRFRET
CCOc1ncccc1C(=O)OC(C)C(=O)NC(=O)NC1CCCCC1 (stereo not given),-0.4,-1.4,-5,23,-2,1.7,-4,-0.3,-2
CCc1ccc(CNC(=O)CCC(=O)N2Cc3cccc(OC)c3Oc3ncccc32)cc1,0.3,-4.6,-1,20,0,-0.2,3,0.2,-4
CCOC(=O)C(=CNc1ccc(O)c(C(=O)OC)c1)C(=O)OCC,-0.9,-0.5,3,3,0,1.0,2,0.1,6
COc1ccc(CCC(=O)OCC(=O)Nc2ccccc2)cc1,1.2,0.1,4,3,14,2.3,-13,-1.6,-7
CCOC(=O)C1(C)CCN1C(=O)CSc1ccccc1 (stereo not given),.,0.2,6,5,-8,0.1,1,0.0,-1
COC(C(=O)N/N=C(\C)CC(=O)Nc1ccc(N(C)C)cc1)c1ccccc1 (stereo not given),1.4,-1.5,-8,3,-1,-8.7,-1,-0.4,-8
O=C(CSc1nnc(-c2cccnc2)n1C1CCCCC1)NC1CCCCC1,0.0,-0.9,-2,1,0,.,9,0.3,-4
CCOC(=O)C1C(C(=O)OC)=C(C(=O)OC)c2ccccc2N1S(=O)(=O)C(F)(F)F (stereo not given),-0.5,-3.1,-2,-2,-2,-6.1,-9,0.0,7
Cc1noc(N)c1C(=O)Nc1ccc(C(C)(C)C)cc1,3.4,-0.7,-2,-2,-1,.,20,0.8,2
O=C(O)CN(c1ccccc1)S(=O)(=O)c1cc(C(F)(F)F)cc(C(F)(F)F)c1,-0.8,0.0,1,0,-2,2.8,-4,-0.5,0
CCN(CC)S(=O)(=O)c1ccc(NS(=O)(=O)c2ccc(C)c(C)c2)cc1,2.2,1.0,7,14,.,.,.,.,0
COc1ccc(N2C(=O)C(=O)/C(=C(/O)c3ccc(C)cc3)C2c2cccnc2)cc1 (stereo not given),-1.3,-3.5,-11,4,2,.,10,1.2,0
CS(=O)(=O)NC1c2cccc3cccc(c23)C1N1CCOCC1 (stereo not given),-0.1,-1.5,-3,-2,-1,1.2,-3,-1.2,-2
Cc1cc(O)c(C)c(O)c1/C=N/NC(=O)c1cccnc1,1.0,-2.9,9,-11,-6,0.3,7,0.5,8
COCCCNC(=O)Cn1cc(/C=C(\C#N)C(=O)N2CCN(c3ccccc3)CC2)c2ccccc21,-0.1,0.1,7,30,0,2.3,-1,-0.2,7
COc1cccc(OCCSc2nnc3sc4ccccc4n23)c1,-1.4,-2.6,-1,29,-13,.,-4,0.4,-1
O=C1/C(=N\S(=O)(=O)c2cccs2)C([n+]2ccc(CCCc3ccccc3)cc2)=C([O-])c2ccccc21,.,1.1,-8,4,.,0.4,.,.,-15
CN(CC(=O)Nc1c(Cl)cccc1Cl)C(=O)c1n[nH]c2ccccc12,0.3,-5.0,-7,-3,-5,1.1,0,-3.0,-2
CC(=O)Nc1cccc(-c2ccnc3c2CC(C(=O)NCc2ccc(F)c(F)c2)O3)c1 (stereo not given),.,-1.1,4,3,-2,6.7,-2,0.6,-2
CCOC(=O)/C(C#N)=C/Nc1cc(C(C)(C)C)sc1C(C)=O,0.3,0.0,-1,-4,-8,2.1,1,-0.4,-10
O=C(NCCSCc1ccccc1)c1ccc(F)cc1,3.4,-2.7,12,-5,-1,.,0,-0.1,5
O=C(NC(=S)Nc1ccc2c(c1)OCCO2)c1ccc(F)cc1Cl,2.4,0.7,5,9,1,0.4,-3,-0.8,6
C=CC[C@@H](CC(=O)N(CCO)Cc1ccccc1)C(=O)N[C@H](COC(=O)[C@@H](CC=C)Cc1ccc(F)cc1)C(C)(C)C,8.4,0.9,23,13,-5,0.6,0,-0.1,4
CNC(=O)C[C@H]1C(=O)N(c2ccccc2)C[C@@H]1Cc1ccccc1,.,-0.5,0,3,0,1.1,0,0.1,2
COc1ccc(N2CCN(C(=O)COC(=O)c3ccc(CSC)o3)CC2)cc1,0.4,-1.2,3,4,-23,1.3,-54,4.5,-4
CC1(Oc2ccc(Cl)cc2)CCN(Cc2ccc(-c3ccccn3)cc2)C1 (stereo not given),.,-1.9,4,27,-6,-0.1,-6,0.4,-5
NS(=O)(=O)c1ccc(NC(=O)c2cccc3ccccc23)cc1,-1.8,-2.0,14,-5,5,-0.1,15,0.1,-12
CC(O/N=C/c1ccc(OC(F)F)cc1)C(=O)Nc1cccc(S(=O)(=O)N2CCOCC2)c1 (stereo not given),0.5,0.8,4,18,-2,.,-1,0.7,0
Cc1cccc(C(=O)Nc2ccc(C(=O)c3ccccc3)cc2)c1,.,0.2,15,13,-6,0.3,?,-10,14
C[C@H]1CN([C@@H](C)CO)C(=O)CCCn2nncc2CO[C@H]1CN(C)S(=O)(=O)c1cccs1,.,-2.9,9,-5,-1,-0.5&-0.1,6,0.1,-1

# Whole records from above.
# Results for O=C(NCCSCc1ccccc1)c1ccc(F)cc1 : PfHsp40 rescue: 3.4; FadD28 FP inh: -2.7; CCHFV vOTU inh: 12; Y pestis TopoI: -5; Anthrax LF prot: -1; TcdB GH inh: .; BoNT-F LC inh: 0; BoNT-A LC inh2: -0.1; PrPC TRFRET: 5
# Results for CN(CC(=O)Nc1c(Cl)cccc1Cl)C(=O)c1n[nH]c2ccccc12 : PfHsp40 rescue: 0.3; FadD28 FP inh: -5.0; CCHFV vOTU inh: -7; Y pestis TopoI: -3; Anthrax LF prot: -5; TcdB GH inh: 1.1; BoNT-F LC inh: 0; BoNT-A LC inh2: -3.0; PrPC TRFRET: -2

# The list continues:
SMILES,PfHsp40 rescue,FadD28 FP inh,CCHFV vOTU inh,Y pestis TopoI,Anthrax LF prot,TcdB GH inh,BoNT-F LC inh,BoNT-A LC inh2,PrPC TRFRET
O=C(Nc1ccc2c(c1)OCCO2)C(c1cc2ccccc2o1)N1CCN(C/C=C/c2ccccc2)CC1 (stereo not given),.,-3.8,-1,.,0,0.6,-8,-0.4,-3
O=C(O)c1cc(NCc2cccs2)ccc1N1CCOCC1,-0.3,-1.2,-6,-1,?,.,?,?,3
COc1ccc(CN2CCC(C(=O)Nc3ccc(Oc4cccnc4)cc3)CC2)c(C)c1C,-0.5,?,-1,5,-2,0.4,6,-1.4,-8
CC(C)CN(C(=O)COC(=O)c1ccc([N+](=O)[O-])s1)c1c(N)n(Cc2ccccc2)c(=O)[nH]c1=O,1.6,-0.6,5,-5,?,1.2,?,?,-16
CC(=O)N1c2ccc(S(=O)(=O)N3CCCC(C(=O)Nc4ccc(C)cc4)C3)cc2CC1C (stereo not given),.,-2.3,9,15,-1,0.0,5,-0.7,5
CN(C)C(=O)CSc1nnc(CCN)o1,0.7,0.0,24,3,0,.,1,-0.6,4
Cc1cc(=O)nc2c3ccccc3n(CC(=O)NCCCN3CCOCC3)n12,-0.5,-1.0,.,-4,2,.,1,0.0,.
CCN(CC(=O)NCC(=O)Nc1cccc(C)c1C)Cc1ccccc1,0.0,-0.1,9,12,-2,0.1,-1,0.6,-5
COc1ccc(-c2c(C(=O)c3ccccc3)[nH]c(N)c2C(=O)c2ccc(Br)cc2)cc1OC,.,.,15,.,-1,0.9,7,0.6,0
Cc1ccccc1NC(=O)CSc1nc(N2CCCCC2)nc(N2CCCCC2)n1,-0.2,1.2,-10,-5,-3,.,-4,?,-3
COc1ccc([N+](=O)[O-])cc1NC(=O)C(C)OC(=O)CN1C(=O)C2CC=CCC2C1=O (stereo not given),0.6,-0.5,4,-8,.,2.1,.,.,-12
Cc1cccc(C)c1NC(=O)c1csc(COCCO)n1,.,-2.3,0,2,-4,0.5,-2,0.1,-5
CC(=O)Nc1cc(NC(C)=O)cc(C(=O)NCC2(N3CCOCC3)CCCCC2)c1,2.7,-0.3,-6,1,-4,1.7,2,0.9,2
COc1cc(CC(=O)OCC(=O)Nc2ccc([N+](=O)[O-])cc2)cc(OC)c1OC,1.3,-3.1,-4,-2,-2,2.1,-8,-0.2,-4
O=C(COC(=O)/C=C/c1ccc(Cl)cc1)NC(=O)NCc1ccccc1,0.1,-1.8,27,18,-4,-12,-4,-0.1,8
O=C(NCCCN1CCCC1)c1ccc(CSCc2cccc(Cl)c2)o1,0.4,-2.4,-14,4,-2,3.7,-16,-0.9,-9
CCCCOc1ccc(C(=O)NN2C(=O)NC3(CCCCC3)C2=O)cc1OC,0.2,-0.6,-5,-6,-4,-2.8,-5,-6.0,6
